Bioassay records from PubChem BioAssay.
M. tuberculosis = growth inhibition of non-replicating M. tuberculosis (AID 488890). Mycobacterium tuberculosis non-replicating, growth inhibition; higher % means a stronger effect. inhibition, % at 25 µM, or IC50 in µM where a hit was titrated. 0.39% of 320,000 active; in the data active = a potency from the dose series; inconclusive = inhibition mostly from about 82% at the one dose, without a potency; inactive = the rest, 99 in 100 with inhibition below about 76%;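 note: plate controls were DMSO cells for no effect and high antibiotic wells for full effect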
H37Rv inhibition = M. tuberculosis growth inhibition, HTS (AID 449762). M. tuberculosis H37Rv growth inhibition, 7H9 media; higher % means a stronger effect. inhibition, % at 25 µM, or IC50 in µM where a hit was titrated. 0.59% of 330,000 active; in the data active = a potency from the dose series; inconclusive = inhibition above about 70% without an active follow-up result;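 note: bacterial growth assessed after seven days of incubation; strong numbers were not always called active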
H1N1 NS1A inhibition = H1N1 influenza NS1A inhibitors, functional cell based assay (AID 504329); NS1A functional cell-based assay, percent inhibition; higher % means a stronger effect; one-dose inhibition, % at 12.5 µM; IC50 in µM for titrated hits; 0.3% of 340,000 active; in the data active = a potency from the dose series; inconclusive = inhibition above about 27% without an active follow-up result; note: strong numbers were not always called active
Salmonella PhoP GFP = Inhibition of PhoP regulon, Salmonella typhi GFP reporter cells, confirmation, 4 h (AID 1850); Salmonella Typhi PhoP-promoter GFP reporter, fluorescence, 4 h; higher % means a stronger effect; one-dose inhibition, % at 50 µM; IC50 in µM for titrated hits; 0.33% of 310,000 active; in the data active = a potency from the dose series; inconclusive = inhibition mostly from about 25% at the one dose, without a potency; inactive = the rest, 99 in 100 with inhibition below about 19%;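 note: 0% = induced wells with vehicle and 100% = uninduced wells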
inhibitors of VEEV = inhibitors of VEEV TC-83 cytopathic effect, confirmation, Vero cells (AID 588727); Vero cells, VEEV TC-83 cytopathic effect inhibition; higher % means a stronger effect; 0.13% of 350,000 active; one-dose inhibition, % at 20 µM; IC50 in µM for titrated hits; in the data active = a potency from the dose series; inconclusive = inhibition mostly from about 14% at the one dose, without a potency; inactive = the rest, 99 in 100 with inhibition below about 12%; note: strong numbers were not always called active
* marks the source's active call; other numbers are inactive results; i = inactive; ? = inconclusive; · = no result given.

SMILES | M. tuberculosis | H37Rv inhibition | H1N1 NS1A inhibition | Salmonella PhoP GFP | inhibitors of VEEV
CC(C)(C)C(=O)Nc1cc(NC(=O)C(C)(C)C)cc(C(=O)Nc2cc(C(=O)O)cc(C(=O)O)c2)c1 | -10% | -4% | -2% | -8% | 1.4%
CCOC(=O)c1ccc(NC(=S)N(CCN2CCCCCC2)Cc2ccco2)cc1 | 58% | 8% | 9% | -5% | 1.6%
C[C@H](CO)N1C[C@H](C)[C@@H](CN(C)S(=O)(=O)c2cccs2)Oc2ccc(NC(=O)Cn3cnnn3)cc2C1=O | 9% | 4% | -19% | · | 0.4%
Cc1ccccc1C(C(=O)NCc1ccccc1)N(Cc1ccco1)C(=O)c1ccccn1 (configuration not stated) | -4% | -3% | 3% | 2% | 7.2%
COc1ccc(-n2c(C)c(C(C)=O)c3cc(OCC(N)=O)ccc32)cc1 | 11% | -6% | 7% | -1% | 0.2%
COC(=O)c1sccc1NC(=S)OC | 9% | -2% | 1% | 13% | i
C/C(=N/NC(=O)c1cccs1)c1ccc(NC(=O)COc2ccc(Cl)cc2)cc1 | 8% | 3% | 3% | 5% | 2.1%
CCN(CC)CCNC(=O)c1ccc(NC(=O)C2CCN(S(=O)(=O)c3ccc4c(c3)OCCO4)CC2)cc1 | 6% | -5% | 0% | 0% | i
Cc1cccc(N2CCN(C(=O)CCCn3c(=O)[nH]c4ccsc4c3=O)CC2C)c1 (configuration not stated) | 12% | 7% | -30% | 0% | 9.6%
CCNC(=O)C1CCCN1S(=O)(=O)c1ccc(C)cc1 (configuration not stated) | -12% | -1% | 3% | 9% | i
Cc1cc(=O)oc(C)c1C(=O)NCc1ccco1 | -25% | -7% | 4% | 7% | 2.5%
CCN(Cc1cc(=O)oc2cc(C)ccc12)c1ccccc1 | 25% | 3% | 4% | 1% | 0.5%
CCOC(=O)C1(C)C=C(Nc2ccc(NC(C)=O)cc2)C(=O)N1c1ccc(NC(C)=O)cc1 (configuration not stated) | -10% | 0% | -18% | -5% | 1.1%
CC(C)Sc1nnc(OC(=O)N(C)C)n1-c1ccccc1 | -23% | 10% | -20% | -8% | 1.0%
CCc1cc(-c2[nH]ncc2-c2ccc([N+](=O)[O-])cc2)c(O)cc1OC | 9% | 2% | 1% | -14% | 6.7%
NC(=O)CCN1CCN(CCOC2Cc3cc(Cl)ccc3Sc3ccccc32)CC1 (configuration not stated) | 46% | 4% | 5% | -5% | 3.7%
CCOc1ccc2nc(SCC(=O)N3CCCc4ccccc43)sc2c1 | 8% | 4% | -2% | -8% | 5.1%
CC1CCC(C(=O)NC(C(=O)N2CCC(N3CCCCC3)CC2)C(C)C)CC1 (configuration not stated) | 43% | -11% | 7% | -4% | 0.3%
CC(C)(C)OC(=O)N1CCC(C(=O)N[C@H](Cc2ccccc2)C(=O)O)CC1 | 11% | 0% | 0% | -11% | 1.5%
COc1ccccc1CNS(=O)(=O)c1ccc2[nH]cc(C(=O)O)c(=O)c2c1 | 9% | -5% | -7% | -3% | 1.2%
Oc1c(C=Nc2cccnc2)sc2ccccc12 | -6% | 4% | 1% | -8% | 1.0%
COc1ccccc1/C=N/NC(=O)c1[nH]c(C)c(C(=O)N/N=C/c2ccccc2OC)c1C | 19% | 10% | 34% | 1% | 1.6%
CNC(=O)c1cccnc1Nc1cccc(C(F)(F)F)c1 | 0% | -4% | -1% | 6% | i
O=C(Cc1cccs1)Nc1nc2c(s1)CCCC2 | 9% | -4% | -2% | 0% | 6.4µM*
CC12CCC(C(=O)NCCc3ccccc3)(OC1=O)C2(C)C (configuration not stated) | 15% | -1% | -3% | -8% | i
COc1cccc(C(=O)NCc2ccco2)c1OC | -4% | 1% | 2% | 0% | i
COc1ccccc1CN1CCCC(CNC(=O)c2cccc3ccccc23)C1 (configuration not stated) | 5% | -5% | -3% | 4% | 0.2%
CCCC1/C(=N/O)CC(c2ccccc2)NC1c1ccccc1 (configuration not stated) | 12% | 27% | 7% | 6% | 6.6%
CCn1c(SCC(=O)Nc2ccc(N3CCOCC3)cc2)nnc1C1CC1 | -6% | -5% | -9% | · | 1.7%
O=C(Nc1ccc(NC(=O)c2ccc3c(c2)OCO3)cc1)c1cccc(Cl)c1 | -25% | -14% | -10% | · | 2.0%

Structures listed so far with a tert-butyl group:
SMILES | M. tuberculosis | H37Rv inhibition | H1N1 NS1A inhibition | Salmonella PhoP GFP | inhibitors of VEEV
CC(C)(C)C(=O)Nc1cc(NC(=O)C(C)(C)C)cc(C(=O)Nc2cc(C(=O)O)cc(C(=O)O)c2)c1 | -10% | -4% | -2% | -8% | 1.4%
CC(C)(C)OC(=O)N1CCC(C(=O)N[C@H](Cc2ccccc2)C(=O)O)CC1 | 11% | 0% | 0% | -11% | 1.5%

Going on with the list.
SMILES | M. tuberculosis | H37Rv inhibition | H1N1 NS1A inhibition | Salmonella PhoP GFP | inhibitors of VEEV
CCN(CC)c1nc(Nc2ccccc2)nc(Oc2ccc(=O)[nH]n2)n1 | -1% | -2% | 1% | 9% | i
COc1ccc(N2CCN(S(=O)(=O)c3ccc(OC)c(C(=O)N4CCCCC4)c3)CC2)cc1 | 6% | 7% | 10% | 6% | 0.2%
CCOc1ccc(C(=O)N2CCN=C2SC)cc1OCC | -6% | 7% | 13% | 14% | 1.1%
COC(=O)c1ccc(NC(=S)NC(=O)c2cccnc2)cc1 | 74% | 0% | 1% | 6% | 0.5%
O=C(c1cc(-c2ccco2)on1)N1CCN(C(c2ccccc2)c2ccccc2)CC1 | · | · | -1% | -11% | 0.7%
ClC(=C\c1ccccc1)/C=N/N1CCN(c2ccccn2)CC1 | -3% | 5% | 5% | 0% | 1.0%
COc1ccc(OCC(=O)N/N=C/c2ccsc2)cc1 | 36% | -3% | 20% | 0% | 1.3%
c1ccc(-c2sc3ccccc3c2-c2ccc(OCCN3CCOCC3)cc2)cc1 | 21% | 16% | 2% | · | 2.8%
O=C(Oc1ccc(/C=N/NC(=O)c2ccccc2F)cc1)c1ccccc1 | ? | 34% | -5% | 7% | 6.9%
C=C(C)C(=O)Nc1cccc(C2=NOC3(C2)C[C@@H](C(N)=O)N(C(=O)/C=C/C=C/C)C3)c1 (some centres not stated) | 11% | 21% | 5% | -5% | 2.8%
CN(C)/C=C/c1[nH]c(=O)[nH]c(=O)c1[N+](=O)[O-] | 3% | 6% | -7% | 10% | 0.8%
O=C(NCCCn1ccnc1)c1ccc(OCC(F)(F)F)cc1 | -23% | 8% | -8% | -2% | 0.1%
COc1cc(/C=N/NC(=O)c2ccc(O)cc2)ccc1OCC(=O)Nc1cccc([N+](=O)[O-])c1 | 2% | 13% | -5% | -6% | 0.3%
CC(C)(C)OC(=O)C[C@@H]1C/C=C\C[C@@H](CC(=O)N[C@@H](CO)Cc2ccccc2)C(=O)N2CCC[C@@H]2COC1=O | 30% | -2% | 7% | · | i
COc1ccc(N2CCC(CNC(=O)Nc3ccc(Cl)cc3)C2)cc1 (configuration not stated) | 20% | -10% | 5% | 0% | 6.7%
CCC1(C(=O)OC)CCc2c(cc(OC)c3ccccc23)C1=O (configuration not stated) | -2% | 3% | -10% | 7% | 0.5%
COc1ccc(CC(=O)c2ccc(OC3OC(CO)C(O)C(O)C3O)cc2O)cc1 (configuration not stated) | 6% | -3% | -8% | 6% | 1.5%
COCCNC(=S)Nc1ccc2nc(N3CCOCC3)cc(C)c2c1 | 9% | -5% | 11% | -5% | 0.5%
CCCNC(=O)c1ccc(CN2CCc3ccccc3C2)cc1 | 5% | 4% | -10% | -6% | 0.5%
CN(C)c1ncc(S(=O)(=O)c2ccccc2)c(=O)[nH]1 | 0% | -2% | -8% | -9% | 0.7%
CN1CCN(C(=O)/C(=C\c2ccc3c(c2)OCO3)NC(=O)c2cccs2)CC1 | 6% | 1% | -1% | 4% | 0.1%
Oc1c(CN2CCc3ccccc3C2)cc(Cl)c2cccnc12 | · | ? | 11µM* | · | 8.6%
COc1ccc(N2CC(C(=O)OC(C)C(=O)c3ccccc3)CC2=O)cc1 (configuration not stated) | -5% | -1% | 4% | 0% | 0.6%
CCN(C(=O)COC(=O)c1oc2ccc(OC)cc2c1C)C1CCCCC1 | 39% | 7% | -3% | 3% | 2.0%
O=C(CCNS(=O)(=O)c1cccs1)N1CCN(c2cccc(Cl)c2)CC1 | 12% | 3% | -7% | 5% | i
F[B-](F)(F)c1cc2ccccc2s1 | · | · | -11% | · | 0.1%
CC1(c2ccc(Cl)cc2Cl)OCC(Cn2ccnc2)O1 (configuration not stated) | 52% | -2% | -16% | 15% | 1.9%
CN(Cc1nc(-c2ccccc2)no1)C(=O)c1ccc2c(c1)OCO2 | 24% | 9% | 10% | 16% | 3.6%
S=C1Nc2ccccc2Sc2ccccc21 | -14% | 6% | 4% | -9% | 2.4%
Cc1ccc(S(=O)(=O)NCCC(=O)N2CCN(c3cccc(Cl)c3)CC2)cc1C | 61% | 27% | -3% | -4% | 5.1%
CCOc1ccc(-n2c(Cc3cc(=O)[nH]c(=O)[nH]3)nnc2SCC(=O)NC2CCCC2)cc1 | -8% | -10% | -4% | -6% | 0.5%
CCOC(=O)C(=CNCC(=O)OC)C(=O)OCC | -4% | -7% | 2% | -9% | 0.2%
CCc1ccc(OCC(=O)Nc2ccc3[nH]ncc3c2)cc1 | ? | 5% | -1% | 5% | i
Cc1ccc(NC(=S)N(Cc2cccs2)Cc2cc3cc(C)ccc3[nH]c2=O)cc1 | -1% | -6% | 3% | -3% | 12%
O=C(NCc1ccccc1)C(=O)NCC1OCCN1S(=O)(=O)c1ccc([N+](=O)[O-])cc1 (configuration not stated) | 14% | 7% | -7% | 1% | 3.4%
O=C(Cc1ccccc1)n1nc(-c2ccccc2)nc1NCc1ccco1 | · | 4% | 27% | -9% | 2.1%
NC1=NC[C@H](Cc2ccc(O)cc2)N1CCc1cccc(F)c1 | 2% | -2% | -1% | -13% | i
Cc1ccc(C(C[N+](=O)[O-])n2nc(C)cc2C)cc1 (configuration not stated) | 75% | 47% | -4% | 75µM* | ?
CC(C)(C)NC(=O)COc1coc(CN2CCN(C(=O)c3ccco3)CC2)cc1=O | -11% | -8% | -11% | 1% | 1.4%
Cc1ccc(S(=O)(=O)N2CCOC2CNC(=O)C(=O)NCCc2ccc(S(N)(=O)=O)cc2)cc1 (configuration not stated) | 7% | -3% | 2% | -47% | i
CC(C)c1ccc(N(C(=O)c2ccco2)C(C(=O)NC2CCCC2)c2cccnc2)cc1 (configuration not stated) | 10% | 4% | -8% | 5% | i
CCOc1ccc(NC(=O)CC(Cc2ccc(Cl)cc2)C(=O)O)cc1 (configuration not stated) | -15% | -1% | 2% | 9% | 2.9%
NC1=NN(c2ccccc2)C(=O)C1 | · | · | 5% | · | i
COC(OC)C1(C)C(C#N)=C(N)Oc2c1c(=O)oc1ccccc21 (configuration not stated) | -9% | 9% | -15% | -8% | 0.5%
CCC(C)c1ccc2oc(-c3ccc(NC(=O)c4ncn[nH]4)cc3)nc2c1 (configuration not stated) | 60% | 1.6µM* | -9% | -2% | i

Reformatted comma-delimited: entries from further up.
Structure,M. tuberculosis,H37Rv inhibition,H1N1 NS1A inhibition,Salmonella PhoP GFP,inhibitors of VEEV
CCOC(=O)C(=CNCC(=O)OC)C(=O)OCC,-4%,-7%,2%,-9%,0.2%
CCc1ccc(OCC(=O)Nc2ccc3[nH]ncc3c2)cc1,?,5%,-1%,5%,i
Cc1ccc(NC(=S)N(Cc2cccs2)Cc2cc3cc(C)ccc3[nH]c2=O)cc1,-1%,-6%,3%,-3%,12%
O=C(NCc1ccccc1)C(=O)NCC1OCCN1S(=O)(=O)c1ccc([N+](=O)[O-])cc1 (configuration not stated),14%,7%,-7%,1%,3.4%
O=C(Cc1ccccc1)n1nc(-c2ccccc2)nc1NCc1ccco1,·,4%,27%,-9%,2.1%
NC1=NC[C@H](Cc2ccc(O)cc2)N1CCc1cccc(F)c1,2%,-2%,-1%,-13%,i
Cc1ccc(C(C[N+](=O)[O-])n2nc(C)cc2C)cc1 (configuration not stated),75%,47%,-4%,75µM*,?

Going on with the list:
SMILES | M. tuberculosis | H37Rv inhibition | H1N1 NS1A inhibition | Salmonella PhoP GFP | inhibitors of VEEV
COC(=O)c1cc2c(s1)-c1cc(F)ccc1OC2 | 15% | -3% | -16% | -2% | i
COc1ccc(-n2c(O)c(/C=C/C=Nc3ccccc3)c(=O)[nH]c2=O)cc1 | -7% | -7% | 4% | -50% | 0.4%
CCOc1ccc(C(C)NC(=O)Cc2ccccc2F)cc1OCC (configuration not stated) | -7% | 0% | 4% | 9% | i
COC(=O)C1(NC(=O)CNC(=O)OCc2ccccc2)CCCC1 | · | · | 1% | · | 1.7%
